# Assay outcomes (PubChem BioAssay)
# MrgX1 antag: blocks BAM8-22 activation of human MrgX1 receptor; Q96LB2; MRGX1-HEK293 calcium flux, Fluo-4, BAM8-22 antagonism; active compounds read low; B-score at 10 µM; 1.3% of 310,000 active; AID 588676;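 active = calcium-response B-score plate-corrected more than 3 library SD below zero, starting fluorescence within 5 deviations, no agonist response on first addition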;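 note: peak minus trough fluorescence over baseline after final BAM8-22 challenge near maximal dose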
# MrgX1 allo act: allosterically activates human MrgX1 receptor signaling | MrgX1-HEK293, Fluo-4 calcium flux, FDSS; active compounds read high | B-score at 10 µM | 0.63% of 310,000 active | Q96LB2;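 active = plate-corrected calcium response at least 3 library SD above typical, normal starting fluorescence, not activating the receptor alone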;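 note: compound read alongside a low EC10 to EC30 dose of BAM8-22 agonist; peak minus trough fluorescence over baseline measured at the second addition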
# SKKanGAS inh: SKKanGAS growth inhibition; S. pyogenes SKKanGAS, kanamycin growth, BacTiter-Glo, 6 h; inhibition, % at 7.5 µM; 1.3% of 300,000 active;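 active = mean replicate score, as percent of positive control median, at least 50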;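 note: strain carries kanamycin resistance gene driven by streptokinase promoter and grows in 40 µg/ml kanamycin; loss of luminescence reflects streptokinase promoter inhibition or plain growth inhibition; 0% = median of DMSO wells and 100% = positive control at its reference dose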
# MrgX1 ag: agonists of human MrgX1 receptor. Q96LB2. MrgX1-HEK293 cells, Fluo-4 calcium fluorescence, agonist mode; active compounds read high. B-score at 10 µM. 0.44% of 310,000 active;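 active = calcium response B-score plate-corrected fluorescence ratio at least 3 library SD, with starting fluorescence B-score inside 5 SD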
#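 Material: MrgX1-expressing HEK293 cells / Dosing: compound as first of three additions / Incubation: overnight seeding, then 1 h dark dye loading / Signal: Fluo-4 NW calcium fluorescence / Evaluation: B-scored fluorescence response ratio / Benchmarks: positive and negative control wells on each plate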
# TRPC6 inhibitor: inhibitors of mouse TRPC6 channel. Q61143. B-score at 10 µM. 1.1% of 310,000 active. HEK293-TRPC6, membrane potential dye, ACh-evoked depolarization; active compounds read low;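 active = B-score under library mean minus 3 SD, initial fluorescence not abnormally high, positive integrated signal ratio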;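 note: B-score derived from integrated fluorescence ratio over the kinetic read; more negative B-score means stronger inhibition of depolarization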
# Target sequence (Q61143 whole entry, looked up): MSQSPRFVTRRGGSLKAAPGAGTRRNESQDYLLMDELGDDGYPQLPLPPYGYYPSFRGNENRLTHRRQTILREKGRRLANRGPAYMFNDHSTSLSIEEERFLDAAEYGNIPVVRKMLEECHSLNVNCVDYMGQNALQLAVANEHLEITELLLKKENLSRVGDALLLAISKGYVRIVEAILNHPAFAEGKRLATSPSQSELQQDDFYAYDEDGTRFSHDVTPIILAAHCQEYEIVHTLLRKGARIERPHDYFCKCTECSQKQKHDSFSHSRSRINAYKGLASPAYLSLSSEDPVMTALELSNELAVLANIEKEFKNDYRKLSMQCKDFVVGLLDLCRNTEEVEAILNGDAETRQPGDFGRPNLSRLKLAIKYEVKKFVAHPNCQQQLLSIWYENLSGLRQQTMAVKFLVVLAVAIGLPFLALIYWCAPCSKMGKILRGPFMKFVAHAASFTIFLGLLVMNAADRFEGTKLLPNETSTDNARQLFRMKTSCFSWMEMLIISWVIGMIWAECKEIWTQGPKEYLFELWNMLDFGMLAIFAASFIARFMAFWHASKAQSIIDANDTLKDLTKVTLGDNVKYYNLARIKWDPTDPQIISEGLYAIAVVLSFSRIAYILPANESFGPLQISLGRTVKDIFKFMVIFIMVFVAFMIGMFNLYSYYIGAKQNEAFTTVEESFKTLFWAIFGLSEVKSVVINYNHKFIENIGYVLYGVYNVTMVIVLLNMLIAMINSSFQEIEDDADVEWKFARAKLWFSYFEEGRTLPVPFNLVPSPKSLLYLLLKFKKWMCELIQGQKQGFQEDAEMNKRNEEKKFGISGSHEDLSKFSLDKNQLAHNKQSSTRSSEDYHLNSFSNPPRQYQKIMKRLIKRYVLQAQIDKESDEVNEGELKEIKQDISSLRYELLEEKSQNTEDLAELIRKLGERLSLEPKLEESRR
# HIF activator: HIF pathway transcriptional activation | activation, % at 7.5 µM (by protocol) | U2OS HRE-luciferase reporter, luminescence; normalized: DMSO 0%, desferrioxamine 100% | 0.32% of 300,000 active;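 active = mean activation of at least 10% of the iron chelator positive control signal, with at least half of replicates also reaching 10%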
# TRPC4 block: TRPC4 (mouse) channel inhibition; Q9QUQ5; HEK293 TRPC4beta/mu-opioid, DAMGO-evoked Fluo4 calcium flux; active compounds read low; 0.39% of 300,000 active; AID 2247; B-score at 10 µM;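 active = B-score over 3 SD under the library average, no early fluorescence shift, positive overall ratio signal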
#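 Test system – stable TRPC4beta/mu-opioid receptor HEK293 cells · Probe or stimulus – DAMGO, a submaximal dose followed by a maximal one · Dosing – one concentration per compound · Signal – Fluo4 calcium fluorescence by kinetic imaging, 5 s 1 Hz baseline · Evaluation – per-well B score of integrated baseline-normalized Fluo4 ratio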
# TRPC6 act: mouse TRPC6 channel activation; Q61143; HEK293-TRPC6 membrane potential dye fluorescence; active compounds read high; B-score at 10 µM; 0.13% of 310,000 active;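 active = B-score of the integrated fluorescence ratio above library mean plus 3 SD, and starting fluorescence ratio within library mean plus 5 SD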;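 note: higher score means more depolarization so channel activation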
# Platelet DG rel: modulates dense granule release in human platelets; inhibition, %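 (compounds screened at 7.5 µM in platelet-rich plasma)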; 0.22% of 300,000 active; human platelet-rich plasma, SFLLRN dense granule ATP release, luminescence; AID 1663;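 active = mean replicate score, as percent of positive control, at or above 50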
# RGS4 block: human RGS4 inhibition | AID 463165 | HEK293 M3R/RGS4 inducible, Fluo-4 calcium flux; active compounds read high; triggered by carbachol at its EC20 | 0.45% of 310,000 active | P49798 | B-score at 10 µM;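 active = B-score, a plate-corrected calcium signal, over three deviations above library mean, with baseline fluorescence within five deviations of library mean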;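 note: RGS4 expression induced by doxycycline in cells with stable M3 receptor; B-score is computed from the integrated fluorescence ratio over baseline after carbachol; higher B-score means a larger calcium signal and so more RGS4 inhibition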
# Target sequence (P49798 whole entry, looked up): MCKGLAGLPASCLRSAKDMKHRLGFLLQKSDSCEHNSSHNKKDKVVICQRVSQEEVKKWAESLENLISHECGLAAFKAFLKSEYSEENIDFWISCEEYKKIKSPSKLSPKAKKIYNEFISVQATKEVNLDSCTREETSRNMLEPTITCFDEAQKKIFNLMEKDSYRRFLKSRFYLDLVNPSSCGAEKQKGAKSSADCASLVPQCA
# RGS4 act: potentiators or activators of RGS4. HEK293 M3R/inducible RGS4, carbachol calcium flux Fluo4; active compounds read low. B-score at 10 µM. 0.92% of 310,000 active;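 active = B-score of the integrated calcium signal more than 4 SD below the library mean, with starting fluorescence not abnormally high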;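 note: negative B-score means reduced calcium response which marks RGS4 activation or potentiation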
#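 Detection: kinetic calcium fluorescence imaging with Fluo4-AM dye, 2 µM / Material: HEK293 cells with stable M3R and inducible RGS4 / Schedule: recording 10 s baseline at 1 Hz, 100 s post-agonist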
# The depositor's hits bear a star; i = inactive; · = no result given.
SMILES,MrgX1 antag,MrgX1 allo act,SKKanGAS inh,MrgX1 ag,TRPC6 inhibitor,HIF activator,TRPC4 block,TRPC6 act,Platelet DG rel,RGS4 block,RGS4 act
COC(=O)c1ccc(OC)c(-c2c(OC)cc(OC)cc2OC)c1,i,i,-10,i,i,-0.4,i,i,-3,i,i
O=C(CN1C(=O)c2ccccc2C1=O)NCCc1c[nH]c2ccc(Cl)cc12,i,i,2,i,i,0.1,i,i,-5,i,i
CCN(CC)c1ccc(NC(=O)c2nc3nc(C)cc(C(F)F)n3n2)cc1,i,i,9,i,i,0.0,i,i,-10,i,i
COc1cccc2c(C)c(C(=O)O)[nH]c12,i,i,11,i,i,-0.5,i,i,·,i,i
CN(Cc1c(F)cccc1Cl)C(=O)CNC(=O)c1sc2ccccc2c1Cl,i,i,5,i,i,0.8,i,i,-16,i,i
COc1cc(C=O)c(Br)cc1OCC(=O)NCc1ccccc1,i,i,-1,i,i,-0.3,i,i,1,i,i
C=CCOc1ccc(/C=N/NC(=O)c2cc3c(OC)cc(OC)cc3[nH]2)cc1,i,i,12,i,i,-0.6,i,i,0,i,-8.1*
CC1(C)SC[C@H](C(=O)Nc2cccc(Cl)c2)N1C=O,i,i,4,i,i,-0.8,i,i,15,i,i
O=C(O)c1ccc(S(=O)(=O)N2CCCC2)cc1,i,i,3,i,i,-0.4,i,i,5,i,i
CC(C)N=C(NC#N)SCc1ccc(Br)cc1,i,i,0,i,i,-0.9,i,i,2,i,i
Cc1ccc(S(=O)(=O)N(C)C)cc1NC(=O)CCc1ccccc1,i,i,-13,i,i,0.1,i,i,5,i,i
N#C/C(=C\Nc1ccc(Cl)cc1)S(=O)(=O)c1ccccn1,i,i,-1,i,i,-0.2,i,i,3,i,i
C=COCCNC(=S)N1CCOCCOCCN(C(=S)NCCOC=C)CCOCC1,i,i,-1,i,-5*,-1.3,i,i,-3,i,i
Cc1cccnc1NC(=O)c1ccccc1NC(=O)C(C)(C)C,i,i,9,i,i,-0.1,i,i,3,i,i
COc1ccc(-c2cc(C(=O)Nc3cc(C)nn3-c3ccccc3)no2)cc1OC,i,i,10,i,i,-0.4,i,i,1,i,i
O=C(COC(=O)c1cc([N+](=O)[O-])ccc1N1CCOCC1)Nc1ccc(Cl)cn1,i,i,29,i,i,-0.2,i,i,2,i,i
Cc1ccc(Cn2nc(C)c(C(=O)NCC(c3cccs3)N3CCOCC3)c2Cl)cc1 (centres undefined),i,i,0,i,i,-0.1,i,i,-10,i,i
Cc1ccnc(NC(=O)COC(=O)c2ccc(F)cc2F)n1,i,i,-6,i,i,-1.1,i,i,5,i,i
CC(=O)Nc1c(C(=O)NCc2ccccc2)nnn1Cc1ccccc1,i,i,-4,i,i,0.1,i,i,1,i,i
CCN(CC(=O)Nc1c(F)cccc1F)C(=O)c1cc([N+](=O)[O-])ccc1N1CCOCC1,i,i,-4,i,i,-0.1,i,i,-6,i,i
O=CN1CCN(C(=O)CC(c2ccccc2)c2cc(Br)ccc2O)CC1 (centres undefined),i,i,-2,i,i,0.9,i,i,-1,i,i
CC(C)OC(=O)CSc1nc(N)c(C#N)c(-c2cccs2)c1C#N,i,i,9,i,i,-0.4,i,i,-3,i,i
Cc1ccc2nc(NC(=O)CN(C)S(=O)(=O)c3ccc(Br)s3)sc2c1,i,i,21,i,i,0.3,i,i,-2,i,i
Cc1ccc(-c2c(C#N)c(N)nc3c2CCCCC3)cc1,i,i,-1,i,i,-0.3,i,i,-4,i,i
Cc1c(Cc2ccccc2)c(=O)oc2cc(OC(C)C(=O)NCC3CCC(C(=O)O)CC3)c(Cl)cc12 (centres undefined),i,i,36,i,i,-0.1,i,i,-1,i,i
# (further entries)
SMILES,MrgX1 antag,MrgX1 allo act,SKKanGAS inh,MrgX1 ag,TRPC6 inhibitor,HIF activator,TRPC4 block,TRPC6 act,Platelet DG rel,RGS4 block,RGS4 act
COc1cc2c(cc1NC(=O)CSc1nc3ccccc3[nH]1)oc1ccccc12,i,i,6,i,i,-0.2,i,i,-3,i,i
O=C(NNC(=O)c1ccccc1-c1ccccc1C(=O)O)c1cccc([N+](=O)[O-])c1,i,i,-4,i,i,0.1,i,i,1,i,i
Cc1cccc(OCC(=O)NCC(=O)N/N=C/c2ccc(N(C)C)cc2)c1,i,i,-3,i,i,-0.2,i,i,0,i,i
COc1ccc(-n2cc(-c3ccccc3)c3c(NCCOCCO)ncnc32)cc1,i,i,-2,i,i,-0.4,i,i,4,i,i
COc1ccccc1Cn1c(=S)[nH]c2cc(C(=O)NCCN3CCOCC3)ccc2c1=O,i,i,5,i,i,-0.4,i,i,-1,i,i
COc1ccc(-c2nnc3ccc(SCC(=O)NCc4ccco4)nn23)cc1,i,i,-1,i,i,-0.1,i,i,-5,i,i
N#CCc1c(C#N)c(N)nc(N2CCOCC2)c1C#N,i,i,7,i,i,0.8,i,i,4,i,i
CCOc1ccccc1NC1=C(Cl)C(=O)N(c2ccc(OC)cc2)C1=O,i,7.9*,5,i,i,0.3,i,i,-1,i,i
CCOC(=O)N1CCN(C(=O)c2cccc(OC)c2O)CC1,i,i,-4,i,i,-0.4,i,i,1,i,i
CC(=O)OCC(=O)NCc1ccc2c(c1)OCO2,i,i,-17,i,i,0.2,·,i,-10,i,i
CCOc1ccc(NC2=NCC(=O)N2Cc2cccs2)cc1,i,i,-7,i,i,0.6,i,i,0,i,i
COc1ccc(C(=O)c2c[nH]c(C(=O)NCCCn3ccnc3)c2)cc1,i,i,-6,i,i,0.1,i,i,3,i,i
COc1ccc(N(CC(=O)NC2CCCCC2)C(=O)CCC(=O)Nc2nc(C)cs2)cc1OC,i,i,-1,i,i,-1.3,i,i,6,i,i
C=CCNc1nc(N)c([N+](=O)[O-])c(NC2CCCCC2)n1,i,i,6,i,i,0.5,i,i,-4,7.7*,i
N#Cc1c(SCC(=O)Nc2cccc(C(F)(F)F)c2)sc2c(O)cc(=O)[nH]c12,i,i,42,i,i,0.0,i,i,1,i,i
CCOC(=O)c1ccc(NC(=O)C23CCC(C)(C(=O)O2)C3(C)C)cc1 (centres undefined),i,i,4,i,i,1.3,i,i,8,i,i
COc1ccc(CCNC2CC(=O)N(C)C2=O)cc1OC (centres undefined),i,i,5,i,i,-0.1,i,i,-14,i,i
CCOC(=O)CC1=CC(=O)Nc2ccccc2N1,i,i,1,i,i,-0.3,i,i,-3,i,i
COc1ccc(NC2CCCN(C(=O)CN3CCOC3=O)C2)cc1OC (centres undefined),i,i,4,i,i,-0.1,i,i,1,i,i
COCC(=O)NC1CC2CCC(C1)N2C(=S)Nc1ccccc1C(=O)OC (centres undefined),i,i,-6,i,i,-0.7,i,i,-4,i,i
Cc1ccc(CNC(=O)CN(C(=O)C2(C)CC(=O)N=C3C=CC=CN32)c2ccccc2)cc1 (centres undefined),i,i,-2,i,i,0.0,i,i,·,i,i
Cc1ccc(N2CCN(CCc3nc4cc(NS(C)(=O)=O)ccc4n3C)CC2)cc1,i,i,-11,i,i,-1.1,i,i,0,i,i
CCCn1c(SC(C(=O)Nc2cc(C)ccc2OC)c2ccccc2)nc2ccccc2c1=O (centres undefined),i,i,15,i,i,0.4,i,i,-50,i,i
CCOc1c(S(=O)(=O)NC2CC(C)(C)NC(C)(C)C2)ccc(Cl)c1Cl,i,i,-2,i,i,0.1,i,i,6,i,i
CC(OC(=O)c1cc(=O)[nH]c2ccccc12)C(=O)c1ccccc1 (centres undefined),i,i,-7,i,i,0.8,i,i,-6,i,i
# Going on with the list:
SMILES,MrgX1 antag,MrgX1 allo act,SKKanGAS inh,MrgX1 ag,TRPC6 inhibitor,HIF activator,TRPC4 block,TRPC6 act,Platelet DG rel,RGS4 block,RGS4 act
Cc1cc(C)c(NC(=O)c2cc(C(=O)O)ccc2C(=O)O)c([N+](=O)[O-])c1,i,i,-7,i,i,-0.3,i,i,5,i,i
O=S(=O)(c1ccc(F)cc1)N1CCN(C(=S)NCCc2ccccc2)CC1,i,i,3,i,i,-0.3,i,i,3,i,i
CCOc1cc(S(=O)(=O)NCC2CCCO2)ccc1F (centres undefined),i,i,1,i,i,-0.7,i,i,12,i,i
COc1ccc(OC)c(NC(=O)CS(=O)(=O)c2cn(CC(=O)N3CCOCC3)c3ccccc23)c1,i,i,-2,i,i,0.0,i,i,7,i,i
Cc1ccc(NC(=O)c2nnn(-c3cc(C)cc(C)c3)c2N)cc1,i,i,5,i,i,2.9,i,i,-1,i,i
O=C(O)c1ccc(-n2nnnc2Oc2cccc3cccnc23)cc1,i,i,·,i,i,0.0,i,i,-17,i,i
COc1ccccc1C(=O)OCCNC(=O)Cn1cnc2c1c(=O)n(C)c(=O)n2C,i,i,-15,i,i,-0.7,i,i,-4,i,i
COc1ccc([N+](=O)[O-])cc1NC(=O)c1cn(-c2ccc(C)c(C)c2)c(=O)c2ccccc12,i,i,-1,i,i,-0.6,i,i,-2,i,i
Cc1cc(OC(=O)c2ccccc2)c([N+](=O)[O-])c(=O)[nH]1,·,·,·,·,i,0.1,i,i,-1,i,i
CCNC(=O)NC(=O)C(C)Sc1nc2ccccc2c(=O)n1-c1cccnc1 (centres undefined),i,i,8,i,i,-0.9,i,i,-9,i,i
Cc1ccc(OC(=O)CCc2c(C)nc3ncnn3c2C)cc1,i,i,-4,i,i,0.0,i,i,0,i,i
Cc1cc(C2=NNC(=NC3CC3)SC2)c(C)n1-c1ccccc1F,i,i,6,i,i,-2.2,i,i,24,i,i
CC(=O)Nc1ccc(S(=O)(=O)N(Cc2cccnc2)Cc2cc3ccccc3[nH]c2=O)cc1,i,i,-1,i,i,0.0,i,i,13,i,i
O=C1c2ccccc2C(=O)N1CCCCSc1nnc2ccccn12,i,i,-2,i,i,-0.3,i,i,4,i,i
Cc1ccc(CN2C(=O)c3ccccc3NC2c2ccccn2)cc1 (centres undefined),i,i,4,i,i,0.5,i,i,-1,i,i
CC(C)(C)NS(=O)(=O)c1ccc(CCC(=O)NCc2ccccn2)cc1,i,i,-1,i,i,1.2,i,i,13,i,i

# Whole records, looked up by structure. Values in the order: MrgX1 antag | MrgX1 allo act | SKKanGAS inh | MrgX1 ag | TRPC6 inhibitor | HIF activator | TRPC4 block | TRPC6 act | Platelet DG rel | RGS4 block | RGS4 act
# Cc1cc(C2=NNC(=NC3CC3)SC2)c(C)n1-c1ccccc1F as listed: i | i | 6 | i | i | -2.2 | i | i | 24 | i | i
# CCNC(=O)NC(=O)C(C)Sc1nc2ccccc2c(=O)n1-c1cccnc1 (centres undefined) as listed: i | i | 8 | i | i | -0.9 | i | i | -9 | i | i
